From PubChem
HTT aggregate = inhibitors of mutant huntingtin aggregate formation in PC12 cells. AID 1688. actives 1.1% (n = 220,000). Potency, µM (doses to about 46.1 µM), without a hit: at the top dose activity change, negative = inhibition, actives largely listed as inhibitors. PC12 HttQ103-GFP aggregates, Acumen cytometry, 40 h; also: potency is read from the fitted curve at half-maximal effect; % is scaled to controls: 0 for no effect and ±100 for the full control effect; nearly all actives have a fitted effect of over 60% in size
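Aggregates are detected as GFP objects 1–25 µm with signal 6 STDEV over background in lysates of induced PC12 cells. These carry Huntingtin exon 1 with 103 glutamines fused to GFP under an ecdysone promoter; compounds titrated.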
GAA glycogen = alters human alpha-glucosidase cleavage of glycogen; P10253; recombinant GAA, glycogen substrate, Amplex Red glucose oxidase fluorescence; Potency, µM (doses to about 76.4 µM), for the others: top-dose activity change, negative = inhibition, usual class: inhibitors; actives 0.38% (n = 300,000);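 also: potency is read from the fitted curve at half-maximal effect; 0% = full enzyme reaction and -100% = no-enzyme basal signal; the screen sought inhibitors and activators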
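Recombinant human enzyme (4 nM); glycogen substrate; 37 C, 40 min, pH 5.0. Readout: coupled glucose oxidase/Amplex Red fluorescence.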
HTT cytoprotect = Huntington cell model cytoprotection by ATP luminescence. AID 1471. PC12 HTT-Q103 induced, cytoprotection, ATP luminescence, 40 h. actives 0.14% (n = 230,000). Potency, µM (titrated, usually from 56.4 µM), for the others: cytoprotection (ATP increase), hits mostly activators;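 also: potency is read from the fitted curve at half-maximal effect; % of control where 0% means no effect; nearly all actives have a fitted effect of over 45% in size; toxic huntingtin expression switched on by the ecdysone agonist tebufenozide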
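Compounds were screened for protection of PC12 cells against cell death after tebufenozide induction (100 nM final) of mutant Huntingtin exon 1 (Q103) fused to GFP.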
GAA inh = alpha-glucosidase (human) inhibition | Potency, µM (highest dose often 76.9 µM), for inactives: at the highest dose activity change, negative = inhibition, actives largely listed as inhibitors | actives 0.005% (n = 200,000) | purified human GAA, 4-MU-alpha-glucoside fluorescence;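 also: potency is read from the fitted curve at half-maximal effect; plate controls were uninhibited enzyme wells for no effect and no-enzyme background for full effect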
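Endpoint fluorogenic read: 20 min room-temperature reaction of 4 nM human alpha-glucosidase with 400 uM 4-methylumbelliferyl-alpha-D-pyranoside, pH 5.0, quenched with 1M NaOH/1M glycine pH 10. AC50 from Hill modeling.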
GAA spleen mod = inhibits or activates alpha-glucosidase in human spleen homogenate. actives 0.006% (n = 240,000). human spleen homogenate, 4-MU-alpha-glucoside fluorescence. Potency, µM (series often up to 79.9 µM), inactives show at the highest dose activity change, negative = inhibition, hits mostly inhibitors. AID 2112. P10253;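 also: potency is read from the fitted curve at half-maximal effect; 0% = enzyme with vehicle and -100% = no enzyme basal signal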
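Human spleen homogenate (1 ug) incubated with compounds and 1 mM 4-methylumbelliferyl-alpha-D-glucopyranoside in pH 5.0 citrate/phosphate buffer, 37 C, 40 min. Stopped at pH 10; 4-MU fluorescence (Ex 365/Em 440 nm); AC50 by Hill fit.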
CBFb-RUNX1 inh = CBF-beta/RUNX1 interaction disruption; 230,000 tested, under 10 active; Potency, µM (titrated, usually from 59.8 µM), without a hit: at the top dose activity, negative = inhibition, hits mostly inhibitors; AID 1477; AlphaScreen CBFb-His/RUNX1-biotin binding, biochemical; also: % of control where 0% means no effect
Target sequence (Q01196 whole entry, looked up): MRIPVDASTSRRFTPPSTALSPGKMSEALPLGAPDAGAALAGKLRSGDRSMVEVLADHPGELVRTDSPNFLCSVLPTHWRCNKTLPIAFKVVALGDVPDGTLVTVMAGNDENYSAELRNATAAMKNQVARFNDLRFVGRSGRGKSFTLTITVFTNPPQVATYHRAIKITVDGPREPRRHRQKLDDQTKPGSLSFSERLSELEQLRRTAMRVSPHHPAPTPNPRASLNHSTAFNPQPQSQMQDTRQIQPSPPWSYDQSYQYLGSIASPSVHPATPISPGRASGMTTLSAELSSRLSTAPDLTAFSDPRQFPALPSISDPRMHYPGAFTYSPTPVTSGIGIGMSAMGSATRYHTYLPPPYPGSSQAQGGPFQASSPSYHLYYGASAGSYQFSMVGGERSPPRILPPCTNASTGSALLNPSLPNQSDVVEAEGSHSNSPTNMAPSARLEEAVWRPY
Target sequence (Q13951 whole entry, looked up): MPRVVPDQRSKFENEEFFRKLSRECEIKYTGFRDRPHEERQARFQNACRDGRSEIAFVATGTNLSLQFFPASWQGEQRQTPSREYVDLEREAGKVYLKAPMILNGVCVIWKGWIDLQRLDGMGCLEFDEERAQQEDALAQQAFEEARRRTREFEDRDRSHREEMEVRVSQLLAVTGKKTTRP
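Room-temperature protein-protein interaction test with 30 nM each of His-tagged CBF-beta and biotinylated RUNX1, 15 min with compound, then 90 min with nickel plus streptavidin beads. Signal read in AlphaScreen mode.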
LMNA splice mod = LMNA splicing modulation; actives 0.01% (n = 200,000); Potency, µM (titrated, usually from 46.1 µM), for inactives: top-dose ratio change, negative = inhibition, actives largely listed as inhibitors; HeLa LMNA splicing GFP/RFP minigene ratio, 48 h; active = well fitted inhibition curve with a large enough effect in the signal ratio, with a control signal flat, not every such curve was filed as active; inconclusive = small, poorly fitted or top-dose-only effect, or effect the other way, or a change in a side signal; the % refers to the signal ratio; also: potency is read from the fitted curve at half-maximal effect; % is scaled to controls: 0 for no effect and ±100 for the full control effect
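Read-out is the ratio of GFP to DsRed2 object intensity, acquired by 488 nm laser-scanning cytometry on HeLa lamin A-EGFP minigene reporter cells. Compound incubation 48 hrs at 37 °C in Opti-MEM with 2% FBS; DMSO 0.5% final.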
Numbers without * were called inactive; ? = inconclusive; . = no result given; ! = repeats disagree; [ ] = another dose, or the depositor's remark. Unless noted, calls follow the shape of the dose curve; as a rule, active = well fitted curve in the direction sought with a large enough effect; inconclusive = small, poorly fitted or top-dose-only effect, or another doubt; inactive = no such curve, though single readings can be large; an effect the other way counts as inactive or inconclusive.

SMILES | HTT aggregate | GAA glycogen | HTT cytoprotect | GAA inh | GAA spleen mod | CBFb-RUNX1 inh | LMNA splice mod
COc1cc(/C=C2/NC(=O)N(Cc3ccccc3F)C2=O)cc(OC)c1OC | -4% | -9% | 17% | -2% | -1% | -11% | .
C(=N\N1CCOCC1)/c1cn(-c2ccccc2)nc1-c1ccccc1 | -26% | 12% | -39%[inhibitor] | -1% | -1% | -20% | 3%[9.22 µM]
O=c1[nH][nH]c(C(F)(F)F)c1C=Nc1ccccc1Cl | 0% | 10% | 19% | 6% | -2% | 2% | 1%
COc1ccc2c(c1)C1=NN(/C(C)=C\C(C)=O)C(c3ccccc3)C1CC2 (stereo not drawn) | -11% | -6% | -11%[10 µM] | 4% | -8% | -9% | -6%
CCCN1CCN(C(=O)c2cccc3c2C(=O)N(CCOC)C3)CC1 | 9% | -4% | -3% | -3% | -1% | 4% | 1%
CC(C)[N+]1=C2C=CC=CC=C2SC12C([N+](=O)[O-])=CC(=[N+]([O-])[O-])C=C2[N+](=O)[O-] (stereo not drawn) | -15%[9.22 µM] | 5% | -11%[10 µM] | . | -16% | -6% | .
CCCCCOc1ccc(CSC(=N)N)cc1[N+](=O)[O-] | 2% | 2% | -14% | -6% | 0% | 5% | ?
Cc1ccc(CNC(=O)/C=C/c2c(Cl)cccc2Cl)cc1 | 19% | -6% | . | 2% | 4% | 1% | ?
COc1ccc(N/C=C2\C(=O)c3c(sc(C)c3C)N(C)S2(=O)=O)cc1 | 2%[9.22 µM] | -3% | 12%[10 µM] | . | 3% | -3% | .
Cc1ccc(C(=O)NCC(=O)OCC(=O)c2ccc3c(c2)NC(=O)CO3)cc1C | 12% | -1% | 2% | -1% | 6% | 12% | .
O=C(Cc1cccs1)N1CCCC(c2nc(-c3ccc(S(=O)(=O)N4CCCC4)cc3)no2)C1 (stereo not drawn) | -24% | 2% | 14%[10 µM] | -7% | -4% | 1% | ?
O=C(O)c1ccc(/C=N\Nc2ccc(S(=O)(=O)N3CCOCC3)cc2[N+](=O)[O-])cc1 | 14%[9.22 µM] | 6% | 4%[10 µM] | . | 0% | 7% | .
CC(=O)OCc1c(C(F)(F)F)nn(C)c1SCc1ccc(Cl)cc1 | -1% | 1% | -18% | 6% | 14% | -2% | -3%
CCOC(=O)Cn1c2c(c(=N)c3c1CCC3)CCC2 | -4% | 7% | -1% | -3% | 0% | 3% | ?
CCc1c(C)nc(SCCOc2ccc(OC)cc2)[nH]c1=O | ? | -4% | -4% | 0%[15.4 µM] | 2% | -1% | -13%

Among those listed so far, 2 contain two or more sulfur atoms.
SMILES | HTT aggregate | GAA glycogen | HTT cytoprotect | GAA inh | GAA spleen mod | CBFb-RUNX1 inh | LMNA splice mod
COc1ccc(N/C=C2\C(=O)c3c(sc(C)c3C)N(C)S2(=O)=O)cc1 | 2%[9.22 µM] | -3% | 12%[10 µM] | . | 3% | -3% | .
O=C(Cc1cccs1)N1CCCC(c2nc(-c3ccc(S(=O)(=O)N4CCCC4)cc3)no2)C1 (stereo not drawn) | -24% | 2% | 14%[10 µM] | -7% | -4% | 1% | ?

The listing picks up, starting 3 compounds before the break.
SMILES | HTT aggregate | GAA glycogen | HTT cytoprotect | GAA inh | GAA spleen mod | CBFb-RUNX1 inh | LMNA splice mod
CC(=O)OCc1c(C(F)(F)F)nn(C)c1SCc1ccc(Cl)cc1 | -1% | 1% | -18% | 6% | 14% | -2% | -3%
CCOC(=O)Cn1c2c(c(=N)c3c1CCC3)CCC2 | -4% | 7% | -1% | -3% | 0% | 3% | ?
CCc1c(C)nc(SCCOc2ccc(OC)cc2)[nH]c1=O | ? | -4% | -4% | 0%[15.4 µM] | 2% | -1% | -13%
COC(=O)c1ccccc1NC(=O)Cn1ccnc1 | -4% | 2% | -8% | -6% | 1% | 5% | 0%
CC(=O)c1c(C)[nH]c(C(=O)Nc2ccc(C)cn2)c1C | 10% | -1% | -116%[inhibitor] | -5% | -7% | -1% | -4%
NC(=O)c1c(/N=C/c2cccnc2)sc2c1CCCC2 | -12%[9.22 µM] | -3% | -23%[10 µM] | . | -15% | -1% | .
COC(F)(C(=O)Nc1ccc2c(c1)C(=O)NC2=O)C(F)(F)F (stereo not drawn) | 16% | 2% | 15% | -7% | -1% | 4% | -1%
Cc1cccc2cc(C#N)c(NCCCNS(=O)(=O)c3ccc(Cl)cc3)nc12 | 18%[9.22 µM] | -3% | 17%[10 µM] | . | 1% | ? | .
O=c1cc(-c2ccccc2O)oc2c1ccc1ccccc12 | . | . | 0.45µM*! | . | -7% | 5%[21.7 µM] | .
c1ccc2nc(N3CCN(Cc4ccc5c(c4)OCO5)CC3)cnc2c1 | 25%[9.22 µM] | -5% | -7% | 4% | 1% | 18% | -8%[46 µM]
COc1ccc2c(c1)CCCC21NC(=O)NC1=O (stereo not drawn) | -11% | 8% | -3%[10 µM] | 3% | -10% | 2% | 6%
O=C(NC(=S)Nc1ccc(NC(=O)c2cccs2)cc1)c1ccco1 | 20% | 9% | 19%[1.9 µM] | 2% | 1% | -5% | ?
NS(=O)(=O)c1cccc(NC(=O)Cc2ccc(Cl)c(Cl)c2)c1 | 0% | -15% | -33% | 1% | 0% | 7% | .
CC(=O)NS(=O)(=O)c1ccc(NC(=O)/C=C/c2cn(-c3ccccc3)nc2-c2ccccc2)cc1 | 2% | 8% | -3%[1.9 µM] | -9% | -1% | -17% | -4%
O=S(=O)(Cc1ccccc1)N=Nc1c(O)[nH]c2ccc(Br)cc12 | -1%[9.22 µM] | -2% | 17%[10 µM] | . | -4% | -1% | .
CS(=O)(=O)N(CC(=O)Nc1cccc([N+](=O)[O-])c1)c1cccc(F)c1 | -6%[9.22 µM] | 12% | -5%[10 µM] | 3% | -2% | -12% | 4%[46 µM]
Cc1c(NC(=O)CSc2ccc(Cl)cc2)c(=O)n(-c2ccccc2)n1C | 17% | -6% | 6% | 8% | 5% | 7% | -11%[46 µM]
O=C(c1ccc2ccccc2n1)N1CCN(c2ccccc2)CC1 | -3% | 0% | -3%[10 µM] | -12% | -6% | 12% | 0%
CCCNS(=O)(=O)c1ccc(OC)c(Cl)c1Cl | -21% | -1% | 21% | 3% | 3% | 3% | 5%
O=C(Nc1cccc(S(=O)(=O)NC2=NCCC2)c1)C1CCCCC1 | -9%[9.22 µM] | 3% | -4%[10 µM] | . | 1% | 2% | .
O=C(O)C1C2C=CC(C3CC23)C1C(=O)N1CCc2ccccc21 (stereo not drawn) | 28% | -26% | -11% | 1% | -6% | 1% | 12%
O=C(CSCc1c(F)cccc1Cl)NCc1cccnc1 | 7% | 3% | -1%[10 µM] | -4% | 2% | -6% | ?
Cc1cc(C(F)(F)F)n2nc(-c3cnn(C)c3C(F)(F)F)c(Cl)c2n1 | 5% | -11% | -3% | 2% | -3% | -1% | 10%
N#CC1=C(N)C(C#N)(C#N)[C@H](c2ccncc2)[C@H]2CN(C(=O)OCc3ccccc3)CC=C12 | ? | 1% | 14%[10 µM] | 4% | -9% | -5% | -8%
Cc1nc(Sc2ccccc2)c(C#N)c(C)c1[N+](=O)[O-] | 4%[9.22 µM] | -6% | 12%[10 µM] | -1% | -14% | -3% | .
Cc1csc(Sc2ccc([N+](=O)[O-])cc2C(=O)OCC(=O)NC(=O)NC(C)(C)C)n1 | 3% | 4% | 6% | -9% | -1% | -11% | -5%
NC(=O)CSc1nnc(-c2ccc(S(=O)(=O)N3CCOCC3)cc2)n1Cc1ccccc1 | -9% | -7% | 17%[10 µM] | -7% | -3% | 4% | -1%
COc1ccc(-n2nc(N)c(C(N)=O)n2)cc1 | 28% | 6% | . | ? | -6% | -5% | .
O=C(CCCOc1ccccc1)Nc1ccc(Cl)cn1 | 9% | 9% | -8%[10 µM] | -1% | 1% | 10% | ?
CC(=O)NNc1ncnc2ccccc12 | 16% | -15% | -8%[1.9 µM] | -9% | 1% | -2% | ?
O=C(COC(=O)c1ccc(F)cc1F)NC1CC1 | 30% | 1% | 13% | -7% | 4% | -5% | 9%[46 µM]
COC(=O)c1ccc(CSc2nnc(NC(C)C)s2)o1 | 20% | 11% | . | -3% | -3% | 1% | .
Cc1cc(S(=O)(=O)N2CCCC2)ccc1OCC(=O)N1CCC(C(N)=O)CC1 | -10%[9.22 µM] | 16% | -6%[10 µM] | -22% | -8% | 4% | .
Cc1ccc(N(CC(=O)NCc2ccc(F)cc2)C(=O)c2csnn2)cc1C | 9% | 6% | -23% | 4% | 2% | -13% | ?
CCOC(=O)C1CCCN(c2ncnc3c2oc2ccccc23)C1 (stereo not drawn) | 0% | 5% | -21% | 1% | 0% | 4% | -11%
CC(C)CN1C(=O)C(NC(=O)C2CC2)(C(F)(F)F)C2=C1CC(C)(C)CC2=O (stereo not drawn) | 9% | -9% | . | 5% | -1% | 5% | 0%
CC(C)(C)C(=O)Nc1nnc(CSCc2ccccc2F)s1 | 21%[9.22 µM] | -5% | 12% | -2% | 4% | 0% | ?
CCCC(OC(=O)CC1Sc2ccccc2NC1=O)C(=O)NCc1ccco1 (stereo not drawn) | -4% | -4% | -12%[10 µM] | ? | -9% | 6% | -10%
CCOC(=O)Cn1c(=O)oc2cc(S(=O)(=O)NCCc3ccc(OCC)c(OCC)c3)ccc21 | 8% | -24% | -2% | 4% | 4% | 1% | 11%
CC(NC(=O)CNC(=O)OCc1ccccc1)C(=O)N1CC(O)CC1C(=O)OCc1ccccc1 (stereo not drawn) | 9% | 5% | 0%[10 µM] | 9% | 1% | 1% | 6%
CC(=O)c1cccc(-n2nnnc2SCC(=O)Nc2cccc(NC(=O)c3ccco3)c2)c1 | -5% | -4% | -23% | 8% | -3% | -5% | 1%
CCOC(=O)c1ccc(NC(=O)COc2ccc(-n3cnnn3)cc2)cc1 | 3% | -2% | -4%[0.074 µM] | -1% | -5% | -6% | -12%
O=C(NN1C(=O)c2cc(Br)ccc2NC1c1cc(Br)cc(Br)c1O)c1ccncc1 (stereo not drawn) | -20% | -9% | 7%[10 µM] | -10% | -1% | ? | -4%
O=c1c(-c2ccc(Cl)cc2)nc2cnc(N3CCOCC3)nc2n1-c1ccccc1 | . | . | 3% | . | -3% | . | 14%
CC(NC(=O)/C(C#N)=C1\N=C(NC(=O)c2ccco2)c2ccccc21)c1ccccc1 (stereo not drawn) | 28%[9.22 µM] | 7% | 32%[10 µM] | . | -2% | -4% | .
